Source: PubChem (National Center for Advancing Translational Sciences (NCATS))
EPAC2 ag = EPAC2 (human) agonism. Q8WZA2. EPAC2 activation, biochemical qHTS; response scale: 100% = 6.5 mM cAMP response. Potency, µM (series often up to 154 µM), for inactives: top-dose activation, actives largely listed as activators. 0.079% of 360,000 active. AID 720711; note: potency is the fitted concentration of half-maximal effect; nearly all actives have a fitted effect of over 50% in size
Target sequence (Q8WZA2 whole entry, looked up): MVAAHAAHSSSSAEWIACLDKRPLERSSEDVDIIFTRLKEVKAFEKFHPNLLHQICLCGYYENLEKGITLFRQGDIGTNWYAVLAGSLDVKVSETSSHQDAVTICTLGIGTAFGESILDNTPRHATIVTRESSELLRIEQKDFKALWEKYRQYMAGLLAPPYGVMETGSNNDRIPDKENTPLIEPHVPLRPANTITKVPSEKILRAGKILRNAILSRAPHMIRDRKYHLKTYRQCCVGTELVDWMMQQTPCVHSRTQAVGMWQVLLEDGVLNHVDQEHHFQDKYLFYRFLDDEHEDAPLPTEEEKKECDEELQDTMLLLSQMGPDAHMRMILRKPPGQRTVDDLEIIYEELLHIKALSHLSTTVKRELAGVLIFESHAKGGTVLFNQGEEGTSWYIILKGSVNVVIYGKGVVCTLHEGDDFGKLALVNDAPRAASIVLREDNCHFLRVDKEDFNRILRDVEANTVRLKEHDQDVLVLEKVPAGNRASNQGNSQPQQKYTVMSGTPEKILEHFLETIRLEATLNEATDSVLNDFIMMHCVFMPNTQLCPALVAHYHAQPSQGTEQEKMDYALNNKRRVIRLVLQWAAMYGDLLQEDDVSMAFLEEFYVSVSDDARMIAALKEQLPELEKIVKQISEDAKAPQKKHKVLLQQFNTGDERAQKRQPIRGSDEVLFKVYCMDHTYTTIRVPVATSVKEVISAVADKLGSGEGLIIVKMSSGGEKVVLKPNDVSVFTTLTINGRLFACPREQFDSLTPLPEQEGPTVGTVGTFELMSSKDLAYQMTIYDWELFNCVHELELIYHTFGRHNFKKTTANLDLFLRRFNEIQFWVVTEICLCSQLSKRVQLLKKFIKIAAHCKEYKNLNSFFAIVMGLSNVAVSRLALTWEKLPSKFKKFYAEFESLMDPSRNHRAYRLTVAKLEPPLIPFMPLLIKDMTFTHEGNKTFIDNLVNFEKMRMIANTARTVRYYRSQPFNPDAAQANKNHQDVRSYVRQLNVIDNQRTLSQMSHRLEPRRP
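Compounds were titrated in qHTS against a Rap1B-BODIPY-GDP (250 nM) complex with EPAC2 (100 nM) and GDP (50 uM). BODIPY-GDP release tracked at 480/540 nm over 30 min at room temperature, normalized to 6.5 mM cAMP.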
PLK1 PBD inh = blocks phosphopeptide binding to human PLK1 polo-box domain; Potency, µM, for the others: max response, negative = inhibition, hits mostly inhibitors; Plk1 PBD binding of FITC phosphopeptide, fluorescence polarization; 2.8% of 360,000 active; P53350; note: potency is the fitted concentration of half-maximal effect; series mostly up to about 57 µM; % is set by controls: 0 for no effect and ±100 for the full control effect; nearly all actives have a fitted effect of over 65% in size
CCT chaperon mod = cytosolic chaperonin activity modulation; purified chaperonin ATPase assay, HTRF ADP detection, 30 min; activity change, % (test concentration not listed), hits read low; 0.3% of 360,000 active; in the data active = activity change below about -30%; note: % is set by controls: 0 for no effect and ±100 for the full control effect
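First, chaperonin was dispensed at 40 nM or 20 nM final depending on batch activity. Next, compounds were pinned at 76 uM and ATP added at 10 uM. After 30 min at 37 °C, ADP detection reagents ran 30 min at ambient temperature.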
IL2 activator = activates IL-2 in a cell-based reporter assay. activation, % (series mostly up to about 46 µM). AID 652025. IL-2 activation reporter assay, cell-based qHTS; stimulated with anti-CD3/CD4/CD28 beads; in transgenic mouse T cells. 0.065% of 360,000 active; in the data active = activation above about 50%; inconclusive = mostly about 30% to 49%; note: 0% is about no effect
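Readout: EGFP and DsRed signals by fluorescent plate cytometry. Unstimulated transgenic mouse T cells received compound 60 min before antibody-bead stimulation, then incubated 18 h at 37 degrees C.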
EPAC1 ag = activates human EPAC1 exchange factor | O95398 | EPAC1 agonist qHTS, biochemical assay; response scale: 100% = response to 6.5 mM cAMP | Potency, µM (doses to about 154 µM), inactives show top-dose activation, hits mostly activators | 0.073% of 360,000 active; note: potency is the fitted concentration of half-maximal effect; nearly all actives have a fitted effect of over 60% in size
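Multi-concentration qHTS readout: loss of Rap1B-bound BODIPY-GDP fluorescence driven by 100 nM EPAC1 with excess GDP (50 uM), monitored kinetically at room temperature; agonist response expressed relative to 6.5 mM cAMP.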
WRN helicase inh = blocks human WRN helicase; Q14191; WRN helicase unwinding, fluorescent forked duplex, kinetic; Potency, µM (titrated, usually from 114 µM), for the others: top-dose activity change, negative = inhibition, most hits filed as inhibitors; 0.46% of 360,000 active; AID 651768; note: potency is the fitted concentration of half-maximal effect; % is set by controls: 0 for no effect and ±100 for the full control effect; nearly all actives have a fitted effect of over 55% in size
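Primary qHTS, 1536-well format. 20 nM WRN + compound, 15 min RT; start with 100 nM forked fluorophore/quencher duplex, 2 mM ATP (final); kinetic read ex 525/em 598 nm.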
PI5P4K alpha inh = inhibitors of human PI5P4K alpha; max response, %; 1.2% of 330,000 active; PI5P4Kalpha enzyme, ADP-Glo luminescence, 60 min; hits give low values; active = max response of -50% or lower; inconclusive = between -30% and -50%; inactive = -30% or higher; note: value at the top dose of about 77 µM; % is set by controls: 0 for no effect and ±100 for the full control effect
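Controls without substrate or without enzyme flank wells where PI5P4Kalpha converts substrate using 5 microM ATP (final). Incubation lasts 60 minutes at room temperature; ADP formed is read by ADP-Glo luminescence.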
EPAC1 antag = blocks human EPAC1 exchange factor; O95398; EPAC1 GEF assay, Rap1b-BODIPY-GDP exchange fluorescence; Potency, µM (series often up to 115 µM), without a hit: top-dose activity change, negative = inhibition, usual class: inhibitors; 0.14% of 360,000 active;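 note: potency is the fitted concentration of half-maximal effect; plate controls were vehicle for no effect and positive control for full effect; nearly all actives have a fitted effect of over 50% in size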
Active calls of the source: *; u = inconclusive; x = not tested or not shown; [ ] = remark or other dose. Unless noted, calls come from the whole dose curve; as a rule, active = well fitted curve in the direction sought with a large enough effect; inconclusive = small, poorly fitted or top-dose-only effect, or another doubt; inactive = no such curve, though single readings can be large; an effect the other way counts as inactive or inconclusive. This is a subset; rates above refer to the full screens.

Order of values: EPAC2 ag	PI5P4K alpha inh	WRN helicase inh	IL2 activator	CCT chaperon mod	PLK1 PBD inh	EPAC1 antag	EPAC1 ag
O=C(CCN1C(=O)/C(=C/c2ccccc2)SC1=S)NCCCN1CCOCC1
  18%	-11	-2%	-4.0	-3.5	-9%	-8%	7%
COc1cccc(C(=O)N(CN2CCCC2=O)c2cccc(Cl)c2)c1OC
  8%	0	3%	-0.2	-0.3	-11%	-1%	6%
O=C(OCc1cn([C@@H]2C[C@H](c3ccc(Cl)cc3)N(CC3CCCCC3)C[C@H]2O)nn1)c1ccccc1
  10%	0	-4%	-0.6	2.0	-20%	-19%	-2%
CC(C)N1C(=O)c2ccccc2NC(=O)C1C(=O)NCc1cccc(C(F)(F)F)c1 (stereo unspecified)
  -2%	-1	4%	0.2	x	0%	8%	-22%
C=CCn1c(C)c(C(C)=O)c(SC)nc1=S
  5%	-2	11%	0.6	-1.0	-9%	17%	-2%
O=C(CN1CCN(c2ccccc2)CC1)Nc1ccccc1Cl
  12%	1	-3%	0.0	0.4	0%	3%	2%
CN(C)CCCNC(NC(=O)c1cccs1)C(Cl)(Cl)Cl (stereo unspecified)
  13%	9	-2%	-2.4	-0.9	-21%	-24%	8%
CN(CC(=O)Nc1ccccc1Br)C(=O)c1cc([N+](=O)[O-])ccc1N1CCOCC1
  11%	12	5%	-0.9	0.8	-2%	1%	1%
O=S(=O)(c1ccc2ccccc2c1)N1CCN(C(=S)Nc2ccc(F)cc2)CC1
  -1%	21	-13%	-0.1	-0.2	2%	4%	9%
COc1ccc2nc(C)cc(Nc3ccccc3OC)c2c1
  4%	-10	-1%	-2.3	-2.1	-3%	-16%	-4%

Order of values: EPAC2 ag	PI5P4K alpha inh	WRN helicase inh	IL2 activator	CCT chaperon mod	PLK1 PBD inh	EPAC1 antag	EPAC1 ag
Cc1ccc(SC(C)C(=O)Nc2cccnc2)cc1 (stereo unspecified)
  7%	3	4%	-4.2	-0.5	-1%	2%	-4%
Cc1ccc(S(=O)(=O)NNC(=O)C2Cc3c(ccc4ccccc34)O2)cc1 (stereo unspecified)
  1%	4	2%	-2.4	-4.6	-11%	0%	0%
COc1ccc(NC(=O)Cc2c(F)c(F)c(F)c(F)c2F)cc1OC
  -10%	0	-4%	-2.2	2.3	0%	-11%	-8%
COc1ccc(N(CC(=O)Nc2cc([N+](=O)[O-])ccc2C)S(C)(=O)=O)cc1OC
  -6%	1	-14%	0.5	0.7	3%	0%	-5%
COc1ccc(S(=O)(=O)N2CCCCC2c2cc(C(=O)NCc3ccc(F)cc3)no2)cc1 (stereo unspecified)
  3%	6	-3%	-0.6	-0.2	5%	6%	0%
OC1CCN(C(=S)NCCc2ccccc2)CC1
  7%	1	-2%	-0.6	-1.2	0%	-7%	-3%
O=c1[nH]c(/C=C/c2cccnc2)c([N+](=O)[O-])c(=O)[nH]1
  8%	-65*	-3%[57.1 µM]	-0.2	0.0	-5%	-27%	1%
COc1ccccc1CNC(=O)CCS(=O)(=O)c1ccc2c(c1)CC(C)N2C(=O)C1CC1 (stereo unspecified)
  -7%	-4	10%	-3.3	1.2	0%	10%	9%
COc1ccc(NC(=O)CN(C)S(=O)(=O)c2ccc3c(c2)CCC(=O)N3)c(OC)c1
  -3%	5	-3%	0.4	-0.5	0%	13%	-13%
Cc1cccc(C(=O)N(Cc2nc3ccccc3c(=O)[nH]2)C2CCCC2)c1
  8%	3	-3%	-2.9	-0.4	-10%	-18%	-8%

Order of values: EPAC2 ag	PI5P4K alpha inh	WRN helicase inh	IL2 activator	CCT chaperon mod	PLK1 PBD inh	EPAC1 antag	EPAC1 ag
O=C1CSC(c2ccccc2)N1CCc1ccccc1 (stereo unspecified)
  14%	-2	4%	0.0	0.1	-14%	-23%	2%
Cc1cc(Cl)ccc1OCC(=O)NNC(=O)c1ccco1
  9%	-3	8%	-3.4	-39*	-11%	-14%	-5%
O=C(OCC(=O)N1CCN(C(=O)c2ccco2)CC1)c1cccc(O)c1
  7%	-15	-7%	-3.5	-1.8	-20%	5%	5%
C#CCOCCOCCOCCNc1nc(N2CCN(C(=O)Cn3cc(CCCN=C(N)N)nn3)CC2)nc(N2CCN(C(=O)[C@H](CCCCN)n3cc(CC(C)O)nn3)CC2)n1 (stereo partly specified)
  4%	2	-1%	0.5	-0.8	-5%	-4%	-3%
Cc1ccc(/C=C2/SC(=Nc3ccc(F)cc3)NC2=O)s1
  4%	-6	0%	1.0	-2.2	-8%	7%	8%
Nc1nc(NCC(=O)O)nc(N2CCCCCC2)c1[N+](=O)[O-]
  8%	3	11%	-1.3	-2.9	-5%	-26%	2%
COC(=O)c1nc(NC(=O)c2ccc(Br)cc2)n[nH]1
  21%	0	-18%	-2.9	-1.7	24µM*	u	1%
Cn1c(SCC(=O)NC(=O)Nc2ccccc2)nnc1-c1ccncc1
  -3%	1	-2%	-0.8	-1.6	1%	28%	8%
COc1cc(CN2CCCCCC2)c([N+](=O)[O-])cc1OC
  2%	-3	-5%	-0.5	1.5	-5%	-7%	13%
COc1cc(C=O)ccc1OCc1ccccc1Br
  5%	2	9%	0.7	3.3	-1%	2%	11%

Order of values: EPAC2 ag	PI5P4K alpha inh	WRN helicase inh	IL2 activator	CCT chaperon mod	PLK1 PBD inh	EPAC1 antag	EPAC1 ag
CCCc1nnc(NC(=O)CS(=O)(=O)c2ccccc2)s1
  18%	-6	-2%	-0.2	0.2	-29%	-4%	2%
Cc1cccc(C(=O)NCCNC(=O)c2cnccn2)c1
  0%	-4	9%	0.3	2.9	2%	-5%	-2%
Cc1cc(NCc2ccccc2Cl)n2nnnc2n1
  14%	-3	-1%	0.7	-0.1	-7%	4%	5%
O=C(O)CCC(=O)NCC1OCCc2ccccc21 (stereo unspecified)
  8%	x	1%	-1.3	-3.2	-4%	-6%	3%
Cc1ccc(C)c(NS(=O)(=O)c2ccc3c(c2)Cc2cc(S(=O)(=O)Nc4cc(C)ccc4C)ccc2-3)c1
  -8%	2	-8%	-0.9	1.1	1%	-4%	1%
O=C(Nc1ccccc1N1CCOCC1)[C@@H]1O[C@H](CO)[C@H](O)[C@H](O)[C@H]1O
  -8%	1	8%[57.1 µM]	0.0	-1.2	-2%	-22%	-8%
O=C(Cn1nnc2ccccc2c1=O)Nc1cc(C(F)(F)F)ccc1N1CCOCC1
  -17%	-13	-8%	0.1	-1.0	3%	-2%	-8%
Cc1ccc(OCc2nnc(SCC(=O)Nc3ccc4c(c3)OCO4)n2C)cc1
  -9%	x	6%	-0.1	-4.5	-6%	-27%	11%
Oc1ccc(C23CCCC2C2(CCCC2)c2ccc(O)cc2O3)c(O)c1 (stereo unspecified)
  14%	7	-12%	1.5	3.1	2%	-7%	-6%
C=CCn1c(SCc2cc(C(=O)OC)c(C)o2)nnc1-c1ccncc1
  -8%	-6	0%	1.8	1.5	-5%	6%	3%

Filtered by structure: the compounds so far with bromine.
Order of values: EPAC2 ag	PI5P4K alpha inh	WRN helicase inh	IL2 activator	CCT chaperon mod	PLK1 PBD inh	EPAC1 antag	EPAC1 ag
CN(CC(=O)Nc1ccccc1Br)C(=O)c1cc([N+](=O)[O-])ccc1N1CCOCC1
  11%	12	5%	-0.9	0.8	-2%	1%	1%
COC(=O)c1nc(NC(=O)c2ccc(Br)cc2)n[nH]1
  21%	0	-18%	-2.9	-1.7	24µM*	u	1%
COc1cc(C=O)ccc1OCc1ccccc1Br
  5%	2	9%	0.7	3.3	-1%	2%	11%

(next part)
Order of values: EPAC2 ag	PI5P4K alpha inh	WRN helicase inh	IL2 activator	CCT chaperon mod	PLK1 PBD inh	EPAC1 antag	EPAC1 ag
Cc1ccccc1OCC(=O)Nc1ccc(C)c(S(=O)(=O)N2CCCCCC2)c1
  2%	10	-12%	-0.6	2.5	2%	-6%	14%
CN1c2ccccc2C(C)(C)C12CC(c1ccc(S(=O)(=O)N3CCCCC3)cc1)=NO2 (stereo unspecified)
  -2%	-8	8%	-3.1	0.2	-8%	-7%	-4%
O=C(NCc1ccco1)c1n[nH]c(=O)c2ccccc12
  -2%	x	-1%	-3.6	-4.4	-10%	13%	9%
CCOC(=O)N1CCN(C(=O)c2cn(C)c3ccc(S(=O)(=O)N(CC)CC)cc3c2=O)CC1
  2%	2	0%	0.4	1.2	-3%	5%	11%
COc1ccc(-c2[nH]c(-c3ccccc3)nc2SCC(=O)NC2CCCC2)cc1
  7%	-6	0%	-3.6	1.6	-7%	-9%	-6%
COC(=O)C1(C(F)(F)F)N=C(N(C)C)OC(N(C)C)=N1
  -6%	10	-13%	-1.0	-3.1	1%	-19%	-10%
Cc1cc(N2CCOCC2)n2cc(-c3ccccc3)nc2n1
  4%	-1	-5%	2.9	-7.6	-8%	-7%	-6%
CCCc1cc(C(=O)Nc2cccc(C(C)=O)c2)no1
  5%	8	-1%	-2.1	-1.4	-13%	-7%	-2%
Oc1ccc(Cl)cc1C(C#Cc1ccccc1)N1CCOCC1 (stereo unspecified)
  6%	4	-6%	-0.5	-0.7	-9%	-12%	3%
O=C(Nc1ccc(OC(F)(F)F)cc1)c1ccc2ccccc2n1
  7%	22	-5%	-0.4	-4.0	-11%	-7%	9%
CN(CC(=O)Nc1ccc(F)cc1)C(=O)c1cc(-c2ccco2)nc2ccccc12
  3%	-66*	u	-0.8	0.8	u	u	-5%
Cc1ccc(S(=O)(=O)NCCc2nnc3ccc(N4CCOCC4)nn23)cc1
  3%	2	9%	-2.0	-0.1	-2%	4%	3%
CNS(=O)(=O)c1cccc(C(=O)OCC(=O)Nc2ccccc2OC(F)F)c1
  -4%	-1	-4%	-0.4	-0.6	-2%	-4%	14%

Five compounds picked at random from those above, as already listed:
Order of values: EPAC2 ag	PI5P4K alpha inh	WRN helicase inh	IL2 activator	CCT chaperon mod	PLK1 PBD inh	EPAC1 antag	EPAC1 ag
Oc1ccc(C23CCCC2C2(CCCC2)c2ccc(O)cc2O3)c(O)c1 (stereo unspecified)
  14%	7	-12%	1.5	3.1	2%	-7%	-6%
CCCc1nnc(NC(=O)CS(=O)(=O)c2ccccc2)s1
  18%	-6	-2%	-0.2	0.2	-29%	-4%	2%
Cc1cc(N2CCOCC2)n2cc(-c3ccccc3)nc2n1
  4%	-1	-5%	2.9	-7.6	-8%	-7%	-6%
Cn1c(SCC(=O)NC(=O)Nc2ccccc2)nnc1-c1ccncc1
  -3%	1	-2%	-0.8	-1.6	1%	28%	8%
C#CCOCCOCCOCCNc1nc(N2CCN(C(=O)Cn3cc(CCCN=C(N)N)nn3)CC2)nc(N2CCN(C(=O)[C@H](CCCCN)n3cc(CC(C)O)nn3)CC2)n1 (stereo partly specified)
  4%	2	-1%	0.5	-0.8	-5%	-4%	-3%
